L3MBTL1 inh – inhibitors of human L3MBTL1. AlphaScreen L3MBTL1–H3K9me1 peptide binding. Potency, µM (top dose mostly 57.1 µM), inactives show at the top dose activity, negative = inhibition, usual class: inhibitors. hit rate 0.66% among 230,000; active = well fitted inhibition curve with a large enough effect; inconclusive = small, poorly fitted or top-dose-only effect; inactive = no such curve, though single readings can be large or run the other way; also: nearly all actives have a fitted effect of over 60% in size
Target sequence (Q9Y468 whole entry, looked up): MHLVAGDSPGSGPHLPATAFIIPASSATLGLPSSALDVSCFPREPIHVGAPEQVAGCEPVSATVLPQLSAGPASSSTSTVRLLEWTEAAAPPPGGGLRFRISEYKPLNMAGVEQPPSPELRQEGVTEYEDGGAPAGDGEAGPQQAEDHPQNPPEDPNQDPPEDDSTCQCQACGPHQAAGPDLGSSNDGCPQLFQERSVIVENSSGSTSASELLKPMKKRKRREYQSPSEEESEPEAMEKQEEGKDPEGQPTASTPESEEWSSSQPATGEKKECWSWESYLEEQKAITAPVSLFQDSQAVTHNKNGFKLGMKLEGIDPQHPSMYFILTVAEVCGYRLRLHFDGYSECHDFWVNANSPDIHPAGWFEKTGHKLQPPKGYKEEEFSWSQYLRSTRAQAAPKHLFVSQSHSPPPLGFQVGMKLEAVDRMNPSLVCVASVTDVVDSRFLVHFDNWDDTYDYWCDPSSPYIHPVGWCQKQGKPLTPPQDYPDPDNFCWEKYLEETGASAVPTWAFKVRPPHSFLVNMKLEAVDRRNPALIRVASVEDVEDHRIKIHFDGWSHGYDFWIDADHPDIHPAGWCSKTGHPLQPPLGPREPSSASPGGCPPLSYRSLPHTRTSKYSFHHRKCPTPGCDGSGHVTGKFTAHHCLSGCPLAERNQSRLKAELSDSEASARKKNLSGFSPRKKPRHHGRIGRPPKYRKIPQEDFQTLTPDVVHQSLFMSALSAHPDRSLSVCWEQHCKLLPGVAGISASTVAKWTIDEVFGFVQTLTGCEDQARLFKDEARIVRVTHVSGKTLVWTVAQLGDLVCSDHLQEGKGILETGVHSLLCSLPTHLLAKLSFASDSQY
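L3MBTL1 (50 nM) pre-complexed 30 min with biotinylated H3(1-15)K9me1 peptide (75 nM), then compounds added for 30 min at room temperature; AlphaScreen streptavidin donor/nickel chelate acceptor beads (10 ug/mL final) read after 30 min dark incubation.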
The depositor's hits bear a star; u = inconclusive; [ ] = dose if it differs, or a comment. % is scaled to controls: 0 for no effect and ±100 for the full control effect; potency is read from the fitted curve at half-maximal effect.

L3MBTL1 inh | molecule
4.2% | CN(CC(=O)Nc1ccc(F)cc1)CC(=O)N(C)C1(C#N)CCCCC1
0.9%[2.29 µM] | O=C(Nc1ccccc1)OCCCCCOC(=O)Nc1ccccc1
4.7% | Cc1c(C(=O)NC2CCCCC2)oc2ccccc12
4.5% | C1=C[C@H]2CC[C@@H]1N(c1ccccc1)O2
1.2% | CN(CC(=O)Nc1cccc(F)c1)C(=O)CC1CCCCC1
-2.6% | O=[N+]([O-])c1ccc(N2CCc3ccccc3C2)nc1
6.4% | COc1ccc(/C=C/C(=O)OCC(=O)Nc2cccc(S(=O)(=O)NC3=NCCCCC3)c2)cc1
-7.8% | O=C(Nc1cc2c3c(c1)CC(=O)N3CCC2)c1c(F)cccc1F
15.9% | COCCN(CCOC)c1nc(-c2ccc(C)cc2)nc2ccccc12
1.7% | CCCCn1c(N)c(N(CCOC)C(=O)CCCc2nc3ccccc3s2)c(=O)[nH]c1=O
-5.8% | NC(N)=NCCCC(NC(=O)c1ccccc1)C(=O)Nc1ccc2ccccc2c1 (configuration not stated)
-2.9% | CCOC(=O)[C@H]1[C@H]2COc3ccc(C)cc3[C@@H]2N2C(=O)c3cc(Br)ccc3NC(=O)[C@@]12C
-2.7% | O=C1NC[C@@H](c2ccccc2)OC(=O)[C@@H](Cc2ccc(F)cc2)CC/C=C/C[C@@H]1CC(=O)N(CCO)Cc1ccccc1
-5.1% | CCC(=NC)C1=C(O)CC(c2ccccc2)CC1=O (configuration not stated)
-1.6% | Cc1ccccc1CNC(=O)c1ccccc1N(C)S(=O)(=O)c1ccccc1
-6.2% | O=C(Nc1nc2ccc(F)cc2s1)C1CC(=O)N(c2ccc3c(c2)OCCO3)C1 (configuration not stated)
3.5% | CC(C)(C)c1ccc(C(=O)NCC(=O)OCC(=O)NC(=O)NC2CCCC2)cc1
35.1%[activator] | O=C(OCC(=O)N1CCCCCC1)c1ccc(Cl)nc1
-0.9% | CCOc1ccc(-c2c(C)sc3nc[nH]c(=O)c23)cc1
1.1% | Cc1ccc2c(c1)N(CC(=O)NCCCN1CC(C)CC(C)C1)C(=O)c1cccnc1O2 (configuration not stated)

Next section.
L3MBTL1 inh | molecule
-25.6% | N#Cc1ccsc1NC(=O)C1=COCCO1
6.9% | Cc1cc(C)c(S(=O)(=O)Nc2ccncc2)cc1C
-1.9% | COCc1nnc(NC(=O)C2CC(=O)N(c3ccc(C)c(Cl)c3)C2)s1 (configuration not stated)
2.7% | Cc1ccc(OCCOc2ccc(S(=O)(=O)N3CCCC3)cc2C(N)=O)cc1
1.3%[2.29 µM] | CCCOc1ccc(C(=O)NCCN2CCOCC2)cc1
0.4% | CCn1c(SCC(=O)N2CCCC2=O)nnc1-c1cccs1
5.6% | CCOc1ccccc1Nc1nnc(SCC(=O)N(C)C2CCS(=O)(=O)C2)s1 (configuration not stated)
3.9% | COc1cc2ccccc2cc1C(=O)OCc1nc2ccsc2c(=O)[nH]1
-1.9% | CC(C)c1ccc(NC(=O)CSc2nc(=O)n(CCCN3CCOCC3)c3c2CCCC3)cc1
-2.7% | O=C(Cc1n[nH]c(=O)c2ccccc12)OCC(=O)c1ccc(OC(F)F)cc1OC(F)F
47.6%[activator] | COC(=O)C1=CN(Cc2ccc(OC)c(OC)c2)C=C(C(=O)OC)C1c1ccc(F)cc1
-0.2% | O=C(NCc1ccccc1)c1ccc(Cl)c(NC2=NC3CS(=O)(=O)CC3S2)c1 (configuration not stated)
-2.7% | COc1ccc(NC(=O)CSCC(=O)Nc2nnc(C3CC3)s2)cc1
-1.2% | CCOC(=O)C1(CCOc2ccccc2)CCN(Cc2cc(OC)cc(OC)c2)CC1
-3.2% | C#CCOCCOCCOCCNc1nc(N2CCN(C(=O)[C@H](CO)n3cc([C@@H](N)C(C)C)nn3)CC2)nc(N2CCN(C(=O)[C@H](CCC(=O)O)n3cc([C@@H](N)CCCCN)nn3)CC2)n1
4.8% | Cc1ccc(F)cc1NC(=O)CSCc1c(C)noc1C
-0.6% | C=CCn1c(SCC(=O)Nc2ccccc2F)nc2ccccc2c1=O
-0.7% | Cc1ccc(Sc2ncccc2C(=O)NCC(c2ccc(F)cc2)N2CCOCC2)cc1C (configuration not stated)
-4.7% | CCCCCn1c(N2CCCC2)nc2c1c(=O)n(C)c(=O)n2C
13.1% | C/C(=N/Nc1ncc(Br)cn1)c1ccc(Br)cc1

(continued)
L3MBTL1 inh | molecule
-5.9% | CCC(=O)NC(c1ccco1)c1cc(Cl)c2ccccc2c1O (configuration not stated)
-8.3% | COc1ccc(S(=O)(=O)N2CCCCC2)cc1NC(=O)c1ccc(N2CCCC2=O)cc1
-2.9% | Cc1ccc(S(=O)(=O)N2CCCCC2)cc1NC(=O)Cn1cnc2c1c(=O)n(C)c(=O)n2C
38.1%[activator] | CCCCc1ccc(S(=O)(=O)Nc2nnc(C)s2)cc1
-6.8% | O=C(COC(=O)CNC(=O)c1ccccc1F)Nc1ccc(Cl)cn1
-2.0% | CC(C)c1ccc(NC(=O)c2cc(S(=O)(=O)N3CCCCC3)c[nH]2)cc1
-2.0% | CCOc1ccc(CN(C)C(=O)c2ccc(NS(=O)(=O)c3ccc4[nH]c(=O)[nH]c4c3)cc2)cc1
-0.5% | COC(=O)C1CCN(C(=O)c2ccc(Cl)c(S(=O)(=O)NCc3ccco3)c2)CC1
-0.7% | O=C(C1=COCCO1)N(Cc1nnc(-c2ccccc2Cl)o1)C1CC1
-1.1% | CC(C)(C)SCCNC(=O)CN1C(=O)c2cccc3cccc1c23
-9.1% | COc1ccc(-c2ccc(CCC(=O)O)n2-c2ccccc2OC)cc1
u | CCCCn1c(N)c(N(CCC(C)C)C(=O)COC(=O)c2ccc([N+](=O)[O-])s2)c(=O)[nH]c1=O
u | COc1ccccc1C(=O)NCC(=O)OCC(=O)Nc1ccc2[nH]c(=O)[nH]c2c1
26.8% | Cc1ccc(S(=O)(=O)N2CCC(C(=O)OCCOc3cccc(C)c3)CC2)cc1
-1.4% | C=CCN1C(=O)c2ccc(C(=O)OCC(=O)Nc3ccccc3OC)cc2C1=O
2.7% | COc1ccc(CCNC(=O)c2cccc(S(=O)(=O)N3CCCC3)c2)cc1
19.7% | CC(C)c1ccc(NC(=O)COC(=O)C2CCCCC2)cc1
-12.0% | CC1(C)CC2CC(C)(CN2C(=O)COC(=O)c2ccc(O)cc2O)C1 (configuration not stated)
2.4% | CCOCCCNC(c1ccccc1)c1ccncc1 (configuration not stated)
2.3% | Cn1c(N)c(C(=O)COC(=O)/C=C/c2ccccc2Cl)c(=O)n(C)c1=O

(cont.)
L3MBTL1 inh | molecule
6.6% | O=C(CNC(=O)c1ccccc1Cl)NCCc1cccs1
6.4% | CCCN1C2CCCC1CC(NC(=O)c1ccc(Br)cc1)C2 (configuration not stated)
-4.3% | O=C(CSc1nc(=O)n2cc(Cl)ccc2n1)NCCc1ccccc1
-1.1% | CCOc1ccc(CNc2nnnn2C)cc1
-13.1% | O=C(NCC1CC1)c1ccc2c(c1)S(=O)(=O)c1cc(Cl)ccc1C2=O
1.9% | O=C(NCCCCc1ccccc1)C1CCCC1
-1.3% | Cc1ccc(S(=O)(=O)CCC(=O)Nc2nnc(CC(C)C)s2)cc1
5.2% | CCCNC(=O)C1CC(c2ccccc2C(F)(F)F)=NO1 (configuration not stated)
30.8% | COc1cc(-c2n[nH]c(=S)n2C(C)c2ccccc2)cc(OC)c1OC (configuration not stated)
10.9% | CCC1(c2ccc(F)cc2)NC(=O)N(CC(=O)NC2CC2)C1=O (configuration not stated)
-1.7% | NC(=O)c1ccc(-c2c(-c3ccccc3)sc3ccccc23)cc1
-11.0% | C[C@@]12C(=O)N(CCc3c[nH]c4ccccc34)CC(=O)N1[C@H]1c3ccccc3OC[C@@H]1[C@@H]2c1ccccc1
-1.1% | COc1ccccc1NS(=O)(=O)c1ccc(C)c(C(=O)N2CCN(c3ccc(O)cc3)CC2)c1
9.8% | CC1CC(C)CN(S(=O)(=O)c2ccc(NC(=O)CCN3C(=O)C4CC=CCC4C3=O)cc2)C1 (configuration not stated)
-2.2% | CCc1ccc(C(=O)N2CCN(S(=O)(=O)c3sc(C(=O)O)c(C)c3C(=O)O)CC2)cc1
0.4% | CCN(CC(=O)Nc1c(F)cccc1F)C(=O)C1CCN(c2ncnc3sc(C)c(C)c23)CC1
1.7% | CN(C(=O)c1cccc(C(=O)N(C)c2ccccc2)c1)c1ccccc1
3.0% | CN(CC(=O)NCc1ccco1)CC(=O)Nc1cc(S(C)(=O)=O)ccc1Cl
-1.2% | O=C(CCC(=O)N1CCOCC1)NCCc1ccc(F)cc1
2.0% | CC(=O)Nc1ccc(S(=O)(=O)NCCC(=O)NNC(=O)c2ccccc2O)cc1

Reformatted: results already given
CCn1c(SCC(=O)N2CCCC2=O)nnc1-c1cccs1
- L3MBTL1 inh: 0.4%
CCOc1ccccc1Nc1nnc(SCC(=O)N(C)C2CCS(=O)(=O)C2)s1 (configuration not stated)
- L3MBTL1 inh: 5.6%

Compounds from the list above that contain a COOH group (three):
L3MBTL1 inh | molecule
-3.2% | C#CCOCCOCCOCCNc1nc(N2CCN(C(=O)[C@H](CO)n3cc([C@@H](N)C(C)C)nn3)CC2)nc(N2CCN(C(=O)[C@H](CCC(=O)O)n3cc([C@@H](N)CCCCN)nn3)CC2)n1
-9.1% | COc1ccc(-c2ccc(CCC(=O)O)n2-c2ccccc2OC)cc1
-2.2% | CCc1ccc(C(=O)N2CCN(S(=O)(=O)c3sc(C(=O)O)c(C)c3C(=O)O)CC2)cc1

(further entries)
L3MBTL1 inh | molecule
9.0% | CCCN1CCN(CC(=O)NCC(=O)Nc2cccc(C)c2C)CC1
5.8% | Cc1ccc(C(=O)C(C)OC(=O)c2ccc(Cl)nc2)cc1 (configuration not stated)
10.1% | CCC(C)(C)C1CCc2[nH]nc(C(=O)NCc3ccc(OC)cc3)c2C1 (configuration not stated)
2.8% | COc1ccc(C(=O)NCCN2CCOCC2)cc1S(=O)(=O)Nc1ccc(C)cc1
-3.1% | O=C(COC(=O)c1ccccc1SCC(=O)N1CCCC1)NCc1ccccc1
-2.2% | CC(NC(=O)CN1CCN(c2ccccc2F)CC1)c1ccccc1 (configuration not stated)
0.9% | N#CC1(NC(=O)COC(=O)CNC(=O)c2sc3ccccc3c2Cl)CCCCC1
-1.1% | COc1ccccc1NS(=O)(=O)c1ccc2oc(SCC(=O)N3CCNC3=O)nc2c1
-10.4% | CC(NCC(=O)Nc1ccccc1C(=O)NC1CC1)c1ccco1 (configuration not stated)
2.9% | CCCn1nc(C(=O)NNC(=O)c2ccc(C)c(C)c2)c2ccccc2c1=O
2.1% | CC(=O)c1cccc(NC(=O)C(C)OC(=O)CCN=C2NS(=O)(=O)c3ccccc32)c1 (configuration not stated)
5.9%[2.29 µM] | C=CCN(c1nc(C)cc(OC)n1)S(=O)(=O)c1ccccc1
-15.4% | C=CCc1cccc2cc(C(=O)N3CCOCC3)c(=O)oc12
-2.9% | COc1cc(OC)c(S(=O)(=O)N2CCN(C(=O)c3ccco3)CC2)cc1NC(C)=O
-13.6% | Cc1ccc2c(c1)C(=O)C(=O)N2Cc1ccc(Cl)cc1
6.5% | N#CCN=C(c1ccccc1)c1ccccc1
-0.1% | COCCN(C(=O)c1ccc(N2CCCC2=O)cc1)c1c(N)n(Cc2ccccc2)c(=O)[nH]c1=O
-2.4% | O=C(Cc1ccc(F)cc1)N1CCN(c2ccc([N+](=O)[O-])cc2)CC1
3.5% | CCCC(=O)NC(c1ccc(Cl)cc1Cl)c1ccc2cccnc2c1O (configuration not stated)
-17.7% | O=S(=O)(N[C@H](CO)Cc1ccccc1)c1ccc(Br)cc1F

Looked up by compound from the list above (three):
L3MBTL1 inh | molecule
-1.1% | COc1ccccc1NS(=O)(=O)c1ccc2oc(SCC(=O)N3CCNC3=O)nc2c1
2.8% | COc1ccc(C(=O)NCCN2CCOCC2)cc1S(=O)(=O)Nc1ccc(C)cc1
-10.4% | CC(NCC(=O)Nc1ccccc1C(=O)NC1CC1)c1ccco1 (configuration not stated)

Further entries
L3MBTL1 inh | molecule
-5.8% | COc1ccc(CCNC(=O)c2cc([N+](=O)[O-])ccc2N2CCOCC2)cc1
-2.8% | CCc1cccc2c(C(=O)CN3C(=O)NC4(CCc5ccccc54)C3=O)c[nH]c12 (configuration not stated)
38.9%[activator] | Fc1ccc2cnc(CCO[C@H]3CCCCO3)cc2c1
-1.1% | Cc1cccc(C(=O)NCC(=O)NC2CCC(C)CC2)c1 (configuration not stated)
-0.9% | CCOc1ccccc1N1CC(C(=O)Nc2cc(Cl)ccc2-n2cncn2)CC1=O (configuration not stated)
1.8% | CC(=O)c1sc2nc(-c3ccccc3)cc(C)c2c1N
-1.3% | O=C1NC(Cc2ccc(O)cc2)c2nc3ccccc3c(=O)n2-c2ccccc21 (configuration not stated)
-9.1% | CCOc1ccccc1OCC(=O)Nc1ccc(N2CCOCC2)cc1N1CCOCC1
6.7% | Cc1c(NC(=O)COC(=O)Cc2ccc(F)cc2)c(=O)n(-c2ccccc2)n1C
5.6% | O=S(=O)(NC1C2CC3CC(C2)CC1C3)c1ccccc1 (configuration not stated)
3.0% | CCN1C(=NCCc2cccs2)N[C@@H](c2cccs2)C(C(=O)OC)=C1C
17.5% | Cc1ccnc(NC(=O)CNC(=O)c2ccco2)c1
0.1% | CCCOc1ccc(CN(C)c2ncnc(N)n2)cc1
-1.4% | CCCCC[C@@H]1C=C(C(=O)O)[C@H](c2ccc(F)cc2)N1S(=O)(=O)c1ccc(C)cc1
-7.7% | Cc1ccc(NC(=O)CCN2C(=O)NC3(CCCC3)C2=O)c(C)c1
-0.4% | Cc1cccc(OCc2nnc(SC(C)C(=O)Nc3ccc(N4CCOCC4)cc3)o2)c1 (configuration not stated)
-2.2% | CCOC(=O)C(Cc1ccc(N)cc1)N1C(=O)c2ccccc2C1=O (configuration not stated)

High-throughput results (PubChem)

This is a subset, so the mix of outcomes need not match the whole.
